# Source: PubChem (National Center for Advancing Translational Sciences (NCATS))
# pAkt inh: HTS Assay for Inhibitors of Akt Phophorylation: Primary Screen. Neuro2A IGF-stimulated pAkt S473 HTRF, 20 min; hits give low values. activity change, % for hits at 50 µM. actives 0.32% (n = 360,000); in the data active = activity change below about -80%; inconclusive = mostly about -51% to -80%; also: % is scaled to controls: 0 for no effect and ±100 for the full control effect
#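 Neuro2A cells in DMEM with 0.5% FBS, overnight at 37 deg C, given compound at single 50 µM final, then IGF (6 nM final) for 20 min at 37 deg C. Lysed; phospho-Akt Ser473 by HTRF after 24 h, 665/615 ratio.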
# CCT chaperon mod: High-Throughput Screening for Modulators of Cytosolic Chaperonin Activity | purified chaperonin ATPase assay, HTRF ADP detection, 30 min | activity change, % (concentration not given with the values), hits read low | actives 0.3% (n = 360,000); in the data active = activity change below about -30%; also: % is scaled to controls: 0 for no effect and ±100 for the full control effect
#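 ATPase activity: ADP formed was measured by HTRF Transcreener (665/615 nm ratio) after 30 min at 37 deg C with 10 uM ATP. Compounds screened at one 76 uM concentration against 40 or 20 nM TRiC in Tris pH 7.4/KCl/MgCl2/DTT buffer.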
# Nrf2 block: Nrf2 qHTS screen for inhibitors. A549 ARE-Fluc reporter, luciferase luminescence, 18-24 h. Potency, µM (top dose mostly 46 µM), inactives show at the top dose activity change, negative = inhibition, most hits filed as inhibitors. actives 2.1% (n = 360,000); also: potency is read from the fitted curve at half-maximal effect; % is scaled to controls: 0 for no effect and ±100 for the full control effect; nearly all actives have a fitted effect of over 60% in size
#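 A549 ARE_Fluc cells (5000/well, 5% FBS OPTI-MEM) pre-incubated 2 h, then treated with compounds 18-24 h at 37C/5% CO2 in concentration-response. CellTiter-Fluor viability read first; BugLite luciferase luminescence after 15 min at room temperature gives Nrf2 activity.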
# MmCpn inh: Inhibitors of TCP-1 ring complex (TRiC) of Methanococcus maripaludis (MmCpn): qHTS; Chaperonin Mm-Cpn (Methanococcus maripaludis); purified Mm-Cpn ATPase, ADP Transcreener TR-FRET; Potency, µM (doses to about 76.9 µM), for inactives: at the highest dose activity, negative = inhibition, hits mostly inhibitors; actives 0.031% (n = 330,000); also: potency is read from the fitted curve at half-maximal effect; % is scaled to controls: 0 for no effect and ±100 for the full control effect; nearly all actives have a fitted effect of over 80% in size
#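 Compound-treated chaperonin, 25 nM final, turns over 10 uM ATP at 37°C for 30 min following a 10 min preincubation; ADP generated competes with ADP-d2 for Eu-cryptate antibody, lowering FRET.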
# A549 tox: Nrf2 qHTS screen for inhibitors: counterscreen for cytotoxicity; actives 0.16% (n = 390,000); A549 ARE-Fluc cells, CellTiter-Fluor viability, 18-24 h; Potency, µM (series often up to 46 µM), without a hit: at the highest dose activity change, negative = cytotoxicity, most hits filed as inhibitors; also: potency is read from the fitted curve at half-maximal effect; % is scaled to controls: 0 for no effect and ±100 for the full control effect
#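 A549 ARE_Fluc cells in 5% FBS OPTI-MEM were exposed to compounds in concentration-response for 18-24 h at 37 deg C. Viability was read by CellTiter-Fluor fluorescence (Ex 405/Em 525) after 30 min, before the luciferase read.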
# TGFb SMAD3 inh: qHTS for Inhibitors of TGF-b; HepG2 CAGA-GFP TGF-b/SMAD3 reporter, GFP fluorescence, 18 h; TGF-beta stimulated, 500 pg/mL final; Potency, µM (series often up to 46.1 µM), inactives show at the highest dose activity, negative = inhibition, most hits filed as inhibitors; actives 1.2% (n = 410,000); AID 588855, 2011; also: potency is read from the fitted curve at half-maximal effect; % is scaled to controls: 0 for no effect and ±100 for the full control effect; nearly all actives have a fitted effect of over 65% in size
#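 HEPG2 CAGA-GFP reporter cells (1000/well, DMEM with 1% FBS) received compounds, then recombinant TGF-beta at 500 pg/mL final for 18 hours at 37 degrees C. Per-cell GFP summed per well was normalised to unstimulated and stimulated DMSO controls before curve fitting.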
# HepG2 viability: qHTS for Inhibitors of TGF-b: Cytotox Counterscreen. HepG2 CAGA-GFP viability, ATP luminescence, 18 h. Potency, µM (highest dose often 46.1 µM), inactives show at the top dose activity change, negative = cytotoxicity, actives largely listed as cytotoxic. actives 0.76% (n = 410,000). AID 588856, 2011; also: potency is read from the fitted curve at half-maximal effect; some results filed as inactive show a strong effect at the top dose
#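 CellTiter-Glo luminescence gave cytotoxicity after 18 hours at 37 degrees C. The cells were HepG2 CAGA-GFP in 1% FBS DMEM, stimulated with 500 pg/mL TGF-beta after compound addition. %Activity was normalised to no-cell wells (complete cell-killing) and DMSO (no toxicity), and curves were fitted and classified.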
# Abeta yeast res: qHTS for compounds that reverse cellular toxicity of Amyloid beta (A-beta) peptide in yeast: Primary Screen | yeast expressing A-beta42, growth rescue, OD600, 48 h; response scale: 0% DMSO, 100% iron-clioquinol control | Potency, µM (highest dose often 46.1 µM), for inactives: top-dose growth rescue, usual class: activators | actives 0.063% (n = 410,000); also: potency is read from the fitted curve at half-maximal effect; nearly all actives have a fitted effect of over 55% in size
#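 Yeast growth medium received pinned compounds, then yeast cells expressing toxic A-beta were added; plates incubated at 30 C for 48 hr. Growth read as absorbance at 600 nm, normalized to DMSO and equimolar FeCl3 plus clioquinol controls.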
# Nrf2 ARE act: qHTS of Nrf2 Activators; AID 624171, 2012; Potency, µM (highest dose often 46.1 µM), without a hit: at the highest dose activation, actives largely listed as activators; actives 0.31% (n = 410,000); AREc32 ARE-luciferase reporter (MCF7-derived line), luminescence, 24 h; also: potency is read from the fitted curve at half-maximal effect; % of control where 0% means no effect; nearly all actives have a fitted effect of over 65% in size
#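 ARE activation measured as luciferase luminescence (Steady-Glo, 30 min RT) in AREc32_Fluc cells after 24 hr compound exposure at 37 deg C, 5% CO2; cells seeded overnight at 1000/well in OPTI-MEM, 5% FBS.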
# Active calls of the source: *; i = inactive; ? = inconclusive; . = no result given; [ ] = remark or other dose. Unless noted, calls follow the shape of the dose curve; as a rule, active = well fitted curve in the direction sought with a large enough effect; inconclusive = small, poorly fitted or top-dose-only effect, or another doubt; inactive = no such curve, though single readings can be large; an effect the other way counts as inactive or inconclusive.
# Below each SMILES – pAkt inh	CCT chaperon mod	Nrf2 block	MmCpn inh	A549 tox	TGFb SMAD3 inh	HepG2 viability	Abeta yeast res	Nrf2 ARE act
C/C(=C\C(=O)c1ccc(F)cc1)Nc1ccc(N2CCOCC2)cc1
 : i	0.1	-17%	-3%	-13%	-21%	0%	-14%	3.5%
O=C1NC[C@H](CCCCN2C[C@H](Cc3ccc(O)cc3)N(CCc3ccccc3)C(=O)C2=O)N(Cc2ccccc2)C1=O
 : i	1.1	.	.	.	.	.	-10%	-1.0%
O=C1NC(=O)C2(Br)Nc3ccc(Br)cc3C(=O)C2N1 (stereo not given)
 : i	-0.1	1%	.	4%	-3%	-15%	-1%	0.5%
Brc1c(CSc2nnc(-c3ccco3)o2)nc2ccccn12
 : i	-5.9	3%	-1%	1%	1%	-18%	-27%	7.1%
Cc1onc(-c2ccccc2)c1C(=O)OCC(=O)Nc1cccc(Cl)c1
 : i	0.8	?	-2%	-2%	?	-27%	1%	3.9%
CC1SC(C)C(=O)N(CC(=O)Nc2ccc([N+](=O)[O-])cc2)C1=O (stereo not given)
 : i	-3.6	1%	2%	3%	11%	-1%	1%	0.0%
O=P(O)(CCc1ccccc1)CN1CCCCC1
 : i	-2.5	10%	0%	2%[1.84 µM]	14%	1%	9%	0.1%
COc1ccc(S(=O)(=O)N2CCOCC2)cc1NC(=O)CSc1nnc2n1CCCCC2
 : i	-0.2	?	-1%	2%	-1%	-1%	11%	0.1%
O=C(CCC(=O)OCc1cccc([N+](=O)[O-])c1)Nc1ccccc1Cl
 : i	0.5	23%	3%	-8%	-3%	26%	3%	-0.6%
COc1cccc(C(=O)N/N=C(\CC(C)C)c2ccccc2)c1
 : i	2.2	2%	1%	5%	13%	6%	-11%	0.9%
Cc1ccc(NS(=O)(=O)c2cccc(C(=O)NC3CC3)c2)c(C)c1
 : i	1.8	?	3%	1%	-9%	-4%	-2%	-0.7%
CNS(=O)(=O)c1cn(CC(=O)Nc2ccc(C)cc2C)cc1S(=O)(=O)NC
 : .	.	23%	.	6%	-18%	-21%	-15%	0.3%
O=C(c1cc(-c2ccc(Cl)s2)nc2ccccc12)N1CCOCC1
 : i	0.1	-23%	-24%	0%	1%	-12%	6%	0.3%
Cc1cccc(N(C(=O)c2csnn2)C(C(=O)NCc2ccccc2)c2ccncc2)c1 (stereo not given)
 : i	-0.8	?	2%	3%	0%	-56%	-7%	2.0%
Cc1ccc(NC(=O)CNC(=O)c2cccc(Cl)c2)nc1
 : i	3.2	-23%	0%	-17%	-29%	-28%	12%	3.0%
Cc1cc(C)nc(NS(=O)(=O)c2ccc(NC(=O)C(C)Oc3ccccc3F)cc2)n1 (stereo not given)
 : i	0.7	-3%	1%	2%	-3%	2%	-15%	-0.6%
CSc1ccc(CN(C)CC(=O)Nc2ccccc2Br)cc1
 : i	-2.8	-28%	-1%	14%	?	-21%	0%	-0.3%
CCOC(=O)Cc1csc(NC(=O)c2csc(C)c2)n1
 : i	-13	?	0%	-5%	4%	-6%	12%	6.5%
CCOC(=O)c1c(-c2ccccc2)csc1NC(=O)c1cc(-c2ccc(F)cc2)on1
 : .	.	19%	.	-2%	-16%	6%	-13%	-0.2%
Cc1ccc(CN2CCCCC2C(=O)Nc2ccc(Oc3cccnc3)cc2)o1 (stereo not given)
 : i	-1.3	-14%	2%	-12%	0%	-12%	5%	0.3%
COc1ccccc1CNC(=O)CN1CCN(S(=O)(=O)c2cccs2)CC1
 : i	-1.1	3%	-1%	5%	-14%	-12%	0%	0.7%
CC(NS(=O)(=O)c1ccc2c(c1)CCN2C(=O)CCCC(=O)O)c1ccccc1 (stereo not given)
 : .	.	7%	.	-1%	?	-25%	-10%	0.1%
Cc1cccc(S(=O)(=O)N(C)C[C@H]2OCc3cnnn3CCCC(=O)N([C@H](C)CO)C[C@H]2C)c1
 : i	1.0	.	.	.	10%	-16%	-1%	-0.1%
CC(C)(C)NC(=O)C(c1ccncc1)N(C(=O)c1csnn1)c1ccccc1 (stereo not given)
 : i	0.9	12%	-1%	12%	9%	0%	-18%	0.0%
COc1cc(OC)c(OC)cc1/C=C/c1nc2ccccc2c(=O)n1-c1ccc(Br)c(C)c1
 : .	.	.	.	-2%	?	-21%	-1%	0.0%
Nc1ccccc1-c1nnn(CC(=O)Nc2ccc3c(c2)OCCO3)n1
 : i	-2.0	23%	1%	10%	-10%	-11%	5%	0.1%
CN(CC(=O)N1CCN(c2ccccc2)CC1)S(=O)(=O)c1cnc[nH]1
 : i	0.6	4%	0%	1%	7%	2%	4%	0.5%
COC1=C/C(=C/c2c(N)n3c(nc2=O)sc2cc(S(C)(=O)=O)ccc23)C=CC1=O
 : i	0.9	12%	-3%	-3%	111%[activator]	4%	0%	-0.5%
COc1ccc(-n2cc(C(=O)NCCc3cc(OC)ccc3OC)c3ccccc3c2=O)cc1
 : .	.	3%	.	-9%	?	-16%	2%	0.3%
COc1ccccc1/C=C1\SC(=S)N(CC(=O)NC2CCS(=O)(=O)C2)C1=O (stereo not given)
 : i	-3.9	1%	-3%	-14%	4%	10%	4%	4.8%

# Next section.
# Below each SMILES – pAkt inh	CCT chaperon mod	Nrf2 block	MmCpn inh	A549 tox	TGFb SMAD3 inh	HepG2 viability	Abeta yeast res	Nrf2 ARE act
COc1ccc(C(=O)OCC(=O)N2CCN(C(=O)c3ccco3)CC2)cc1OC
 : i	-0.5	2%	-1%	10%	11%	-1%	5%	0.1%
O=C(NC(=O)c1cccc(F)c1)Nc1nc(-c2ccc(F)cc2)cc(C(F)(F)F)n1
 : i	-2.5	-3%	4%	-1%	12%	-13%	-7%	-0.3%
Cc1cccc2cc(CN(Cc3cccs3)C3(c4nnnn4C4CCCC4)CCCC3)c(=O)[nH]c12
 : i	-3.5	21%	0%	3%	0%	-1%	-3%	-0.3%
O=C(/C=C/c1ccccc1)OCCN1C(=O)c2ccccc2C1=O
 : i	-1.7	15%	?	3%	0%	5%	-23%	0.4%
COc1ccc(CN(C)C(=O)c2cc(S(=O)(=O)Nc3ccccc3F)ccc2C)c(OC)c1
 : i	-1.6	?	0%	-20%	-14%	-10%	1%	0.5%
COc1cccc(CN(C(=O)Cc2c[nH]c3ccccc23)C(C(=O)NC2CCCCC2)c2cccs2)c1 (stereo not given)
 : .	-5.6	-21%	0%	-6%	2%	-22%	-9%	-0.1%
CC(C)N(Cc1nccn1C)C(=O)c1cc(COc2cccc(C(F)(F)F)c2)on1
 : i	-2.1	-15%	-3%	7%	?	-27%	3%	0.0%
C[C@H](CO)N1C[C@H](C)[C@H](CN(C)C(=O)Nc2ccccc2)OCc2cnnn2CCCC1=O
 : i	-0.7	.	.	.	-8%	-9%	5%	-0.9%
CCC(C)[C@H](NS(=O)(=O)c1ccc(C)cc1)C(=O)N1CCC(C(=O)N2CCC(C(N)=O)CC2)CC1 (stereo not given in full)
 : i	0.1	-12%	0%	-1%	2%	1%	-1%	0.2%
Cc1cc(=O)n(C)c(=O)n1CCCCCOc1cccc([N+](=O)[O-])c1
 : i	-0.7	?	3%	?	2%	-15%	-3%	3.2%
O=C(c1ccccc1)C(O)c1ccccc1 (stereo not given)
 : i	-2.9	-5%	0%	-8%	5%	-4%	0%	0.4%
CCN1C[C@@H]2[C@@H]3C(=O)N(C)C(=O)[C@@H]3[C@](Cc3ccccc3)(C1=O)N2C(=O)c1ccc(Br)cc1
 : i	1.5	7%	.	-10%	11%	-1%	5%	0.4%
Cc1ccc(/C=N/NC(=O)c2c[nH]c3ccccc23)o1
 : i	0.7	?	1%	3%	5%	-22%	-1%	0.6%
CC(C)(C)N1C(=O)Cc2c1nc(N)c1c(N)nc(N3CCCCC3CO)c(C#N)c21 (stereo not given)
 : i	-1.3	-30%	-7%	-8%	-30%	-28%	2%	3.1%
CCOC(=O)c1c(S(=O)(=O)N2CCCC(C(=O)Nc3ccc(C)cc3C)C2)c(C)n(CC)c1C (stereo not given)
 : .	.	.	.	6%	-28%	-9%	-1%	5.3%
CCc1cc(=O)oc2cc(C)cc(OCC(=O)NC(Cc3ccc(Cl)cc3)C(=O)O)c12 (stereo not given)
 : i	-4.0	-13%	0%	-1%	9%	-1%	-19%	0.1%
CCCCOc1cccc(-c2nnc(NC(=O)CSc3ccc(C)cc3)s2)c1
 : i	-4.6	6%	3%	-1%	-4%	14%	-14%	-0.3%
CC(=O)c1ccc(Nc2ccc(-c3ccccc3C)nn2)cc1
 : i	-0.4	?	-2%	-1%	3%	-2%	?	2.1%
Cc1cccc(NC(=O)CN2CCC(C(=O)c3ccc4c(c3)OCCO4)CC2)c1
 : i	1.1	?	-18%	-3%	?	-11%	11%	-0.1%

# Fetched by structure from the list above, two records:
# Below each SMILES – pAkt inh	CCT chaperon mod	Nrf2 block	MmCpn inh	A549 tox	TGFb SMAD3 inh	HepG2 viability	Abeta yeast res	Nrf2 ARE act
COc1ccc(CN(C)C(=O)c2cc(S(=O)(=O)Nc3ccccc3F)ccc2C)c(OC)c1
 : i	-1.6	?	0%	-20%	-14%	-10%	1%	0.5%
CC(=O)c1ccc(Nc2ccc(-c3ccccc3C)nn2)cc1
 : i	-0.4	?	-2%	-1%	3%	-2%	?	2.1%

# The order is random. About 4.3% of those tested had a hit in this group.
